# Rab9 prom act – qHTS Assay for Rab9 Promoter Activators; Potency, µM (series often up to 9.22 µM), for the others: at the highest dose activation, negative = inhibition, usual class: activators; Huh7 Rab9 promoter-luciferase reporter, luminescence, 24 h; AID 485297, 2010; actives 2.8% (n = 320,000); note: potency is the fitted concentration of half-maximal effect; % of control where 0% means no effect; nearly all actives have a fitted effect of over 60% in size
#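 Promoter activation is measured as luciferase luminescence in Huh7 cells stably transfected with a Rab9 promoter–luciferase construct, following 24 h compound exposure at 37 °C and 10 min reagent incubation at ambient temperature.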
# Giardia kill – Small Molecules that selectively kill Giardia lamblia: qHTS; Giardia lamblia trophozoite viability; AID 540267, 2011; activity change, % at 7.66 µM, hits read low; actives 0.15% (n = 340,000); in the data active = activity change below about -80%; inconclusive = between about -30% and that limit;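 note: parasites exposed to compound for two days anaerobically before the ATP read; % is set by controls: 0 for no effect and ±100 for the full control effect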
#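 ATP-content bioluminescence gauges trophozoite survival. Cells (100/well) receive compound and incubate anaerobically for 48 hrs at 37 deg C; detection reagent follows for 15-30 min at room temperature.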
# FBPA coupling cs – qHTS Assay for Inhibitors of Fructose-1,6-bisphosphate Aldolase from Giardia Lamblia: Coupling assay counterscreen | coupling enzyme system counterscreen, AmpLite Red fluorescence | actives 0.67% (n = 290,000) | AID 2472, 2010 | activity change, negative = inhibition, % at 58.2 µM, hits read low; in the data active = activity change below about -30%; note: % is set by controls: 0 for no effect and ±100 for the full control effect
#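 Final compound at 57.5 uM, incubated 10 min at RT with coupling enzyme reagent (glyceraldehyde-3-phosphate), then 20 min with substrate and AmpLite Red detection. Fluorescence read at 525/598 nm; tests interference with the coupling assay, not aldolase inhibition.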
# VP16 counter – VP16 counterscreen qHTS for inhibitors of ROR gamma transcriptional activity. actives 3.5% (n = 310,000). Drosophila S2 Gal4-VP16 UAS-luciferase, luminescence, 20 h. AID 2546, 2010. Potency, µM (series often up to 53.6 µM), for inactives: top-dose activity, negative = inhibition, actives largely listed as inhibitors;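 note: Gal4-VP16 expression switched on by copper sulfate through the metallothionein promoter; potency is the fitted concentration of half-maximal effect; % is set by controls: 0 for no effect and ±100 for the full control effect; nearly all actives have a fitted effect of over 50% in size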
# Tb PFK inh – qHTS Assay to Find Inhibitors of T. brucei phosphofructokinase; ATP-dependent 6-phosphofructokinase (Trypanosoma brucei brucei), O15648; AID 485367, 2010; Potency, µM (doses to about 57.5 µM), for inactives: top-dose activity, negative = inhibition, actives largely listed as inhibitors; actives 0.17% (n = 330,000); T. brucei PFK, ADP-Glo luminescence;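 note: potency is the fitted concentration of half-maximal effect; 0% = uninhibited 1x PFK enzyme wells and -100% = no-enzyme wells; nearly all actives have a fitted effect of over 60% in size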
# Target sequence (O15648 whole entry, looked up): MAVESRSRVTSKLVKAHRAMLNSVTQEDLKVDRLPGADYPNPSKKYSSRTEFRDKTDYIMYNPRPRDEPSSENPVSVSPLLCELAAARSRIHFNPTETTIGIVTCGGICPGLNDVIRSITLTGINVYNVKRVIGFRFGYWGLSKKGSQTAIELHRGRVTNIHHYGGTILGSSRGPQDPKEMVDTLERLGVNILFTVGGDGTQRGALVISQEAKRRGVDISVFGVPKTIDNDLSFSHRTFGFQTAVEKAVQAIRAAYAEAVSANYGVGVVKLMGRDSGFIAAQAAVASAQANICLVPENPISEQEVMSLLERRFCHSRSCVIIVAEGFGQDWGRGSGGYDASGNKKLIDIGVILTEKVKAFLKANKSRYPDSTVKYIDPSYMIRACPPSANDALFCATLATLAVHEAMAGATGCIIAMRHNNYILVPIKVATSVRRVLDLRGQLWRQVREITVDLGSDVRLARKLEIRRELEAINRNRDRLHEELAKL
#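 PFK 1.25 nM, F6P 0.5 mM, ATP 0.1 mM, 0.1 M TEA pH 8.0, 5 mM MgCl2, 0.01% Tween20, 0.1% BSA; 45 min RT. ADP-Glo readout. qHTS titration up to 57 uM; curves fitted, compounds curve-classed.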
# uPA generation – qHTS for Inhibitors of Cell Surface uPA Generation. actives 0.31% (n = 330,000). Potency, µM (highest dose often 38.3 µM), for inactives: top-dose activity change, negative = inhibition, hits mostly inhibitors. cell surface uPA generation assay, qHTS. AID 540303, 2011; active = well fitted inhibition curve with a large enough effect; inconclusive = small, poorly fitted or top-dose-only effect; inactive = no such curve, though single readings can be large or run the other way; tested in mouse RAW 264.7 cells; note: potency is the fitted concentration of half-maximal effect; % is set by controls: 0 for no effect and ±100 for the full control effect; nearly all actives have a fitted effect of over 55% in size
# NPC1 promoter act – qHTS Assay for NPC1 Promoter Activators. Huh7 NPC1 promoter luciferase reporter, 24 h. actives 2.4% (n = 320,000). AID 485313, 2010. Potency, µM (titrated, usually from 9.22 µM), for the others: at the highest dose activation, usual class: activators;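 note: potency is the fitted concentration of half-maximal effect; % of control where 0% means no effect; nearly all actives have a fitted effect of over 60% in size; reporter is driven by a mutant NPC1 promoter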
#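 Luciferase expression driven by the NPC1 promoter was measured in stably transfected Huh7 cells after a 24 h compound incubation, using a luciferase reagent and a luminescence read.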
# RORg inh – qHTS for inhibitors of ROR gamma transcriptional activity. AID 2551, 2010. actives 5.4% (n = 310,000). Drosophila S2 Gal4-RORgamma UAS-luciferase reporter, 20 h. Potency, µM (top dose mostly 53.6 µM), for inactives: at the highest dose activity change, negative = inhibition, usual class: inhibitors; note: potency is the fitted concentration of half-maximal effect; % is set by controls: 0 for no effect and ±100 for the full control effect; nearly all actives have a fitted effect of over 60% in size
# Target sequence (P51450 whole entry, looked up, the tested form may be a part): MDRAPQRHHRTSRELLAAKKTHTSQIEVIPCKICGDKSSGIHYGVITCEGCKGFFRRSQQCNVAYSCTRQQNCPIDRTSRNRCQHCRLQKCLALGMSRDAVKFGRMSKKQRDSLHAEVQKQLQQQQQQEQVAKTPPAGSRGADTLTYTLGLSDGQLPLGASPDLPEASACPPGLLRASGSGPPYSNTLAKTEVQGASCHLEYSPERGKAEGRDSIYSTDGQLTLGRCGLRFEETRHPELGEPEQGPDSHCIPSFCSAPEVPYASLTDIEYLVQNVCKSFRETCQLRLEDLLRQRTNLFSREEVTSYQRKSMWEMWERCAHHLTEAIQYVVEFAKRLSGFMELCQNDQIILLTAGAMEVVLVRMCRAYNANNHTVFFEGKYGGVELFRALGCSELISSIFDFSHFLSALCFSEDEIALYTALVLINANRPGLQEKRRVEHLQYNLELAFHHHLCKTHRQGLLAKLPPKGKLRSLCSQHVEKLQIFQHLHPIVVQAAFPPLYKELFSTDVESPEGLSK
#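 Stable Schneider cell line, Gal4 DNA-binding domain fused to ROR gamma, UAS-luciferase. Cmpd 1 hr RT → CuSO4 700 uM final → 20 hr RT → luciferase reagent 10 min → luminescence.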
# ELG1 genotoxic – qHTS screen for small molecules that induce genotoxicity in human embryonic kidney (HEK293T) cells expressing luciferase-tagged ELG1; HEK293T ELG1-luciferase reporter, luminescence, 16 h; Potency, µM (doses to about 46 µM), for the others: at the top dose activity change, positive = activation, actives largely listed as activators; actives 1.3% (n = 330,000); AID 504466, 2011; note: potency is the fitted concentration of half-maximal effect; % of control where 0% means no effect; nearly all actives have a fitted effect of over 60% in size
#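 Genotoxicity was scored as increased ELG1-luciferase reporter signal, measured by ONE-Glo luminescence (30 min, room temperature). Compound or vehicle exposure of the HEK293T reporter cells lasted 16 hr at 37°C.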
# FLuc modulator – qHTS profiling assay for firefly luciferase inhibitor/activator using purifed enzyme and Km concentrations of substrates (counterscreen for miR-21 project). Potency, µM (highest dose often 57.5 µM), inactives show at the top dose activity change, negative = inhibition, actives largely listed as inhibitors. AID 588342, 2011. Luciferin 4-monooxygenase (Photinus pyralis), P08659. purified FLuc, Km substrates, luminescence inhibition. actives 6.9% (n = 360,000);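 note: potency is the fitted concentration of half-maximal effect; plate controls were vehicle for no effect and reference inhibitor for full effect; nearly all actives have a fitted effect of over 55% in size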
#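 Purified P. pyralis luciferase (10nM final) with 10uM D-luciferin and 10uM ATP (Km levels) in 50mM Tris acetate pH 7.5, 10mM Mg acetate, 0.01% Tween-20, 0.05% BSA; qHTS 6-point titration, ~60 µM downward; luminescence read.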
# KCNH2 3.1 inh – qHTS for Inhibitors of KCHN2 3.1: Mutant qHTS; U2OS KCNH2 3.1, thallium flux FluxOr; active compounds read low; activity change, % (tested at about 1.8 µM); actives 0.95% (n = 340,000);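 active = maximum activity change below -70%; inconclusive = maximum activity change from -70% to -50%; inactive = maximum activity change above -50%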;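 note: thallium influx rate constant from kinetic fluorescence after stimulation buffer; % is set by controls: 0 for no effect and ±100 for the full control effect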
#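 Thallium flux read-out: FluxOr dye with Red40 quencher in HBSS/HEPES, 45 min at RT. Rate constants from kinetic reads were normalized to positive and negative DMSO controls. Cells: U2OS virally expressing the 3.1 isoform.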
# Starred values were filed as active, the others as inactive; ? = inconclusive; / = not tested or not shown; [ ] = remark or other dose. Unless noted, calls come from the whole dose curve; as a rule, active = well fitted curve in the direction sought with a large enough effect; inconclusive = small, poorly fitted or top-dose-only effect, or another doubt; inactive = no such curve, though single readings can be large; an effect the other way counts as inactive or inconclusive.
SMILES,Rab9 prom act,Giardia kill,FBPA coupling cs,VP16 counter,Tb PFK inh,uPA generation,NPC1 promoter act,RORg inh,ELG1 genotoxic,FLuc modulator,KCNH2 3.1 inh
CN(C(=O)c1ccccc1Cl)c1ccccc1,4%,15,0,-1%,1%,/,-4%,0%,-1%,-1%,-15
Cc1ccc(Cn2ccsc2=NC(=O)CCl)cc1,-28%,-15,1,?,0%,2µM*,-42%[inhibitor],?,-9%,4%,-2
COc1ccc([N+](=O)[O-])cc1NC(=O)c1ccco1,-1%,-5,0,11%,-2%,8%,-1%,-2%,1%,1%,2
O=C(CN1C(=O)/C(=C/c2ccc(F)cc2)SC1=S)NC1C=CS(=O)(=O)C1 (stereo not given),-2%,1,-3,3%,-3%,11%,-2%,-24%,0%[9.26 µM],5%,2
COc1cccc(CC(=O)NC2CCCN(Cc3ccc(Cl)cc3)C2)c1 (stereo not given),4%,4,0,-2%,4%,-2%,-2%,13%,-5%,1%,-13
COc1ccc(Cn2c(CCC(=O)Nc3ccccc3)nc3cccnc32)cc1,-2%,-5,-4,-1%,3%,8%,1%,19%,7%,0%,1
CCN(Cc1ccncc1)C(=O)c1cc(COc2ccc(OC)cc2Cl)on1,2.8µM*,-4,/,-17%,-9%,-23%,3.2µM*,16%,?,21µM*,12
COc1ccc(OC)c(S(=O)(=O)Nc2ccc3oc(C)c(C(C)=O)c3c2)c1,-2%,6,0,?,5%,-7%,2%,17%,-15%,6%,-11
COc1ccc(-n2c(C)cc(C3=NNC(=NC4CC4)SC3)c2C)cc1,0%,5,-7,?,-9%,-10%,-2%,-20%,?,5.4µM*,4
CCn1c(=NC(=O)c2ccco2)sc2cccc(F)c21,10%,12,-8,?,-4%,?,5%,?,15µM*,17µM*,4
CC(CCc1ccccc1)NC(=O)C1CCN(S(=O)(=O)c2cnc[nH]2)CC1 (stereo not given),1%,3,1,/,-10%,1%,-1%,-29%[0.365 µM],-3%,-2%,12
Cc1ccc(N(CC(=O)N2CC(=O)Nc3ccccc32)S(=O)(=O)c2ccc3c(c2)OCCO3)cc1,-1%,-6,0,-5%,0%,/,-2%,3%,-2%,0%,-6
CCCc1cc(=O)[nH]c2nnc(SCC(=O)Nc3ccc(NC(C)=O)cc3)n12,1%,8,/,/,-6%,14%,2%,/,-2%,-2%,24
CC(=O)c1c(C)oc2ccc(O)c(CN3CCOCC3)c12,7%,1,2,7%,2%,4%,-4%,-16%,3%,8%,10
CCCC(=O)Nc1ccc(Cl)c(NC(=O)c2cccnc2)c1,-3%,0,3,-29%,-3%,3%,-4%,-23%,-1%,1%,-4
COCCNC(=O)CC(NS(=O)(=O)c1ccc(NC(C)=O)cc1)C(C)C (stereo not given),-8%,-4,2,10%,-4%,5%,-2%,0%,0%,-1%,24
Cc1nc2nc[nH]n2c(=O)c1NC(=O)c1cccc(OCC(C)C)c1,-5%,-3,7,-7%,1%,-2%,1%,-17%,4%,1%,-182*
CC(C)(C)NC(=O)C(c1ccncc1)N(Cc1ccc(F)cc1)C(=O)c1ccc(-c2ccccc2)[nH]1 (stereo not given),-14%,-21,-2,-2%,?,-4%,2%,14%,/,0%,-4
CN(Cc1c(F)cccc1Cl)C(=O)c1cccc(S(=O)(=O)NCc2ccccc2)c1,-9%,-1,/,/,-4%,15%,-2%,/,-1%,0%,-1
O=C(CSc1c2c(nc3cc(Cl)ccc13)CCCC2)NCc1ccco1,-4%,-4,0,-28%,0%,-8%,3%,-14%,-1%,-9%,18
O=C(OCC(=O)N1CCOCC1)c1ccc2c(c1)OCCO2,20%,4,-1,10%,0%,-6%,29%,4%,7%,-18%,-7
COc1ccc(OC)c(S(=O)(=O)N2CCC(C(=O)Nc3ccc(C)c(C)c3)CC2)c1,-1%,-11,/,-12%,-8%,-4%,1%,22%,-8%,-17%,-3
Cn1c(C(=O)NCCCN2CCCCC2)cc2sccc21,3%,13,3,-6%,5%,/,0%,-11%,0%,9%,4
CC1CCCCN1C(=O)CSc1nnc(-c2ccccc2O)o1 (stereo not given),3.5µM*,-3,1,?,-1%,-3%,2.8µM*,?,5.2µM*,21µM*,-1
O=C(N1CCCCCC1)N1CCN(S(=O)(=O)N2CCCCC2)CC1,-2%,-7,1,5%,-9%,3%,-3%,-23%,2%,4%,-7
COCCN(CC(=O)Nc1cccc(C)c1C)C(=O)C1(c2ccccc2)CC1,/,-4,/,/,-12%,5%,/,/,12%,/,-3
COc1cc2c(cc1O)[C@@H]1Cc3cc(OC)c(OC)cc3C(C2)N1C,-21%,-3,3,6%,-1%,-12%,-8%,-18%,1%,0%,-22
CCOC(=O)CN(c1ccccc1C)S(=O)(=O)c1ccc(Cl)cc1,3%,11,-3,-11%,-2%,-3%,-1%,14%,-4%,0%,-17
O=C(CNC(=S)NC(=O)C1CCCCC1)c1ccccc1,?,-2,3,?,-1%,5%,30%,7.9µM*,?,12µM*,21
O=C(COC(=O)c1cccnc1)NC1CCCc2ccccc21 (stereo not given),-2%,-14,3,-4%,2%,-2%,-4%,23%,2%,-1%,-13
COc1ccc(CN2CCCC(CNC(=O)c3ccc(F)cc3)C2)c(F)c1 (stereo not given),5%,66[activator],0,-3%,3%,-3%,-7%,-2%,0%,6%,/
N#CCCN1CCN(S(=O)(=O)c2ccc(S(=O)(=O)NC3CCCC3)cc2)CC1,-3%,-18,-10,5%,-2%,8%,0%,?,0%,12%,1
COc1ccc(Cl)cc1S(=O)(=O)N1CCCc2ccccc21,-3%,0,/,4%,0%,-8%,-5%,1%,-6%,2%,12
COc1ccc(CN(C(=O)CNC(=O)c2ccco2)C(C(=O)NCC2CCCO2)c2ccccc2)cc1 (stereo not given),-2%,11,-5,-2%,-3%,-1%,-2%,19%,-8%,0%,6
Cc1ccc(N2CC(C(=O)NC3CCSC3=O)CC2=O)cc1 (stereo not given),-4%,-5,2,-8%,3%,/,-3%,21%,1%,8%,1
c1ccc2c(-c3nnc(SCc4cn5ccccc5n4)o3)c[nH]c2c1,3%,4,-1,21%,-5%,3%,0%,17%,15%,?,16
COc1ccc2cc(C(C)C(=O)N3CCC(C(N)=O)CC3)ccc2c1 (stereo not given),0%,0,1,6%,-20%,6%,-1%,4%,-5%,-2%,7
N#Cc1ccc(OC(=O)C2CCN(C3=NS(=O)(=O)c4ccccc43)CC2)cc1,-1%,4,/,/,4%,9%,-3%,/,0%,3%,0
CSc1nc2c(c(=O)[nH]1)C(c1cccc(Br)c1)CC(=O)N2 (stereo not given),-2%,0,1,4%,3%,6%,2%,-4%,1%,?,4
Cc1ccc(F)cc1NC(=S)NCCc1ccccc1,-5%,0,4,-92%,2%,-6%,-2%,?,-6%,?,8
CCOC(=O)C1=C(COC(=O)COc2ccccc2OCC)NC(=O)NC1C (stereo not given),-2%,-5,/,/,-1%,2%,-5%,/,2%,-1%,18
Cc1ccc(C)n1-c1nn(S(=O)(=O)c2cccc3cccnc23)c2cccc(F)c12,1%,15,-10,13%,1%,2%,0%,-2%,0%,-3%,-6
Cc1[nH]c(=O)c(C(=O)c2ccccc2O)cc1C(=O)O,-6%,-13,0,0%[10 µM],5%,3%,-1%,-3%,1%,-2%,2
c1ccc(CNCC2COc3ccccc3O2)cc1 (stereo not given),2%,-17,2,-1%,0%,3%,0%,-22%,9%,?,15
Cc1cc(C(=O)OCC(=O)Nc2cc(S(=O)(=O)N(C)C)ccc2C)c(C)o1,-10%,/,4,-7%,-1%,/,-3%,?,-5%,-10%,/
COc1ccccc1/C=C/C(=O)OCC(=O)c1cc(C)n(C)c1C,9%,-4,/,/,-11%,2%,-1%,/,0%,-22%,-14
Oc1ccc(/C=N/n2cnn(Cc3ccccc3Cl)c2=S)c(O)c1,-5%,-1,5,0%,-4%,-18%,-5%,2%[10 µM],-4%,-20%,11
CCCCN(C(=O)c1ccc(-c2ccc(Cl)cc2)o1)c1c(N)n(CCCC)c(=O)[nH]c1=O,2%,-3,/,/,0%,?,-7%,/,-1%,1%,4

# High-throughput results: PubChem, National Center for Advancing Translational Sciences (NCATS)
